Compound activity deposited in PubChem BioAssay by several laboratories.
sPLA2-III inh: human group III sPLA2 inhibitors, primary screen, biochemical, QFRET, BODIPY PC-A2 liposome substrate; QFRET BODIPY PC-A2 liposome hydrolysis, fluorescence; AID 743126, 2013; actives 0.56% (n = 370,000); Group 3 secretory phospholipase A2 (Homo sapiens), Q9NZ20; inhibition, % at 12.2 µM;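 active means inhibition above mean plus 3 SD of compounds lying within the high and low control bounds, cut at about 19% in these data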;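 further: 0% = median of test compound wells and 100% = no enzyme DMSO wells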
hgDAF12 agonist: H. glycines DAF-12 receptor agonists, primary screen, cell-based, luminescence, HEK293, GAL4 fusion, UAS-luciferase; AID 687014, 2013; HEK293 GAL4-hgDAF12 UAS-luciferase reporter, agonist luminescence; normalized to butyrate control; activation, % at 6.8 µM; actives 1.8% (n = 370,000); Nuclear hormone receptor DAF-12 (Heterodera glycines), GAL4 fusion;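 active means activation above a cutoff set at the mean of all screened compounds plus 3 SD, cut at about 10% in these data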;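 further: 0% = DMSO wells and 100% = sodium butyrate wells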
NPR2 activator: human GC-B receptor activators, primary screen, HEK293 GC-B cells, cGMP TR-FRET, EC30 CNP. actives 0.11% (n = 370,000). AID 1920062, 2024. Atrial natriuretic peptide receptor 2 (Homo sapiens), P20594. activation, % at 10 µM. 0% at EC30 CNP, 100% saturating CNP;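 active means activation at 10 µM reaching about 35% in either raw or pattern-adjusted values, limit read from the data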
Target sequence (P20594 whole entry, looked up): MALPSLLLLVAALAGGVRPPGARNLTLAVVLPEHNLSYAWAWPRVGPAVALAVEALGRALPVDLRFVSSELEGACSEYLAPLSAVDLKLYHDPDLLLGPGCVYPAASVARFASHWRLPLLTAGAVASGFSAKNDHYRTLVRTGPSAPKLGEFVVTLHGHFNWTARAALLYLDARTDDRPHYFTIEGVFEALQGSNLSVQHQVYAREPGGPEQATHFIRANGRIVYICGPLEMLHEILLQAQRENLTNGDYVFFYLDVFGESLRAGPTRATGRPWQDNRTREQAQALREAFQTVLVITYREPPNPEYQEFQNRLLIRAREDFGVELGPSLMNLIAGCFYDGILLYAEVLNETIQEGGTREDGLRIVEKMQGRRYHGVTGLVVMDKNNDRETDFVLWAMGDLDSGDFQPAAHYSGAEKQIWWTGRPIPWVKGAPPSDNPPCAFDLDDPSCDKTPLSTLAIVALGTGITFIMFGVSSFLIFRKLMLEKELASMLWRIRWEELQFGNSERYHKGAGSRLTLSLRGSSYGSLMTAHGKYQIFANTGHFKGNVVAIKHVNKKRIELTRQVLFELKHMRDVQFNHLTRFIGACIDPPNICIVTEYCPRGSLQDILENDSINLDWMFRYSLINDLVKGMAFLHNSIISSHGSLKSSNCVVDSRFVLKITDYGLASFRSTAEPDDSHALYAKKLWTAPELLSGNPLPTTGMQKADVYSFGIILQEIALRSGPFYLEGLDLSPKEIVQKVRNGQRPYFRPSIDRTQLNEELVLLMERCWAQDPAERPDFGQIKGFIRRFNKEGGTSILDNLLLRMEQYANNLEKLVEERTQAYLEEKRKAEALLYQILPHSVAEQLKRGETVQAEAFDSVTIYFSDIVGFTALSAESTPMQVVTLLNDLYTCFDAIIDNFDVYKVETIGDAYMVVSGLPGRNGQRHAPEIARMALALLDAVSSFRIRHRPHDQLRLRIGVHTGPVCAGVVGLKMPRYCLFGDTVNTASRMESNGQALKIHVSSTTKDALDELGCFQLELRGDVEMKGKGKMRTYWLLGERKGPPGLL
DAX1 inh-1: DAX1 (NR0B1) inhibitors, primary screen, cell-based, HEK293, Gal4-DAX1, luciferase luminescence | Nuclear receptor subfamily 0 group B member 1 (Homo sapiens), P51843 | HEK293 Gal4-DAX1 luciferase reporter | inhibition, % at 6.75 µM | actives 0.99% (n = 340,000) | AID 504766, 2011;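 active means inhibition above the mean over all tested compounds plus 3 SD, cut at about 4.2% in these data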;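 further: 0% = DAX1-transfected cells with DMSO and 100% = empty-vector control cells with DMSO; inhibition shows as a rise in luminescence from relieved DAX1 repression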
SMARCA2 act: SMARCA2 (BRM) function activators, primary screen, cell-based, luminescence, high throughput; MG213 cells, MMTV-luciferase reporter, dexamethasone, overnight; activation, % at 9.1 µM; actives 1% (n = 370,000); AID 652017, 2013; in the data active means activation above about 7.8%;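 further: 0% = vehicle wells and 100% = reference activator wells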
ADAM10 inh: human ADAM10 inhibitors, primary screen, biochemical, QFRET, HTS. Disintegrin and metalloproteinase domain-containing protein 10 (Homo sapiens), O14672. recombinant ADAM10, EDANS/DABCYL FRET peptide cleavage, 3 h. inhibition, % at 7 µM. actives 0.62% (n = 370,000). AID 720582, 2013;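 active means inhibition above a per-campaign cutoff equal to the mean of compounds falling between control-based bounds plus 3 SD, cut at about 20% in these data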;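 further: 0% = DMSO wells while the 100% control is not disclosed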
DAX1 inh-2: DAX1 (NR0B1) inhibitors on StAR promoter, primary screen, cell-based, luminescence, SF-1 (NR5A1), full-length DAX-1; actives 1.1% (n = 370,000); HEK293T StAR-luciferase reporter, SF-1/DAX-1 repression relief; inhibition, % at 6.8 µM; AID 652010, 2013;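 active means inhibition above the mean over all tested compounds plus 3 SD, cut at about 3.6% in these data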;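 further: 0% = DAX-1 cells with DMSO and 100% = cells lacking DAX-1 with DMSO; higher inhibition means more luminescence from relief of DAX-1 repression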
FXN GAA850 act: FXN promoter activators, primary screen, cell-based, luciferase luminescence, HEK293 lucGAA850 | HEK293 lucGAA850 FXN promoter luciferase reporter, 24 h; percent of 10 µM SAHA response | actives 0.56% (n = 360,000) | activation, % at 6 µM;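 active means activation above the average of all compounds screened plus 3 SD, cutoff fixed separately per campaign, cut at about 7.5% in these data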;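 further: 0% = DMSO wells and 100% = 10 µM SAHA wells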
ssDAF12 agonist: S. stercoralis DAF-12 nuclear receptor activators, primary screen, cell-based, luminescence, HEK293, GRIP1 co-expression, lit1-tk-luc | activation, % at 6.8 µM | HEK293 ssDAF-12/GRIP1 lit1-tk-luc reporter; % of 3 µM dafachronic acid response | AID 652126, 2013 | Nuclear hormone receptor DAF-12 (Strongyloides stercoralis) | actives 1% (n = 370,000);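 active means activation above the mean over all tested compounds plus 3 SD, cut at about 0.9% in these data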;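 further: 0% = DMSO-only wells and 100% = 3 µM delta7-dafachronic acid wells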
hcDAF-12 act: H. contortus DAF-12 nuclear receptor activators, primary screen, cell-based, luminescence, HEK293, lit1-tk-luc reporter | HEK293 hcDAF-12 lit1-tk-luc reporter; 0% DMSO, 100% Δ7-dafachronic acid | activation, % at 6.8 µM | actives 1.4% (n = 370,000) | AID 652067, 2013;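 active means activation above the mean of all tested compounds plus 3 SD, cut at about 5.5% in these data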;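 further: 100% = response to 3 µM Δ7-dafachronic acid high control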
GC-A act: GC-A stimulated cGMP production enhancers – HEK293 GC-A cells, cGMP TR-FRET, EC30 ANP, primary screen. actives 0.14% (n = 370,000). 0% at EC30 ANP, 100% saturating ANP. Atrial natriuretic peptide receptor 1 (Homo sapiens), P16066. activation, % at 10 µM. AID 1671463, 2021; in the data active means activation above about 40%
Active calls of the source: *; · = not tested or not shown.

#	structure	sPLA2-III inh	hcDAF-12 act	FXN GAA850 act	DAX1 inh-1	DAX1 inh-2	SMARCA2 act	ssDAF12 agonist	hgDAF12 agonist	NPR2 activator	ADAM10 inh	GC-A act
1	N#CCc1nn(-c2ccc(Cl)cc2)c(N)c1C#N	7	2.6	0.7	0.0	-0.3	-3	-0.3	-2.6	5	-9	0
2	COC(=O)c1ccc2[nH]c([C@H](C)O)c([C@H](C)O)c2c1	-2	-1.5	-0.4	0.4	-0.2	-2	-1.1	3.4	-4	-9	-1
3	Cc1ccnc(SC2CC(=O)N(c3ccc(F)cc3)C2=O)n1 (stereo not given)	-5	-1.1	0.0	-0.1	-1.0	1	-1.0	3.5	6	8	0
4	Cn1c(NCCO)nc2c1c(=O)n(Cc1ccc(F)cc1)c(=O)n2C	5	-0.9	0.5	-0.5	0.0	3	0.1	-1.2	3	4	-2
5	Cc1ccc(S(=O)(=O)NC(=O)C2(C)CCN2C(=O)Cc2ccc(-c3ccccc3)cc2)nc1 (stereo not given)	-6	0.2	1.4	·	0.9	-4	-1.4	-3.1	-2	-13	4
6	CC(=O)C(C)Oc1ccc2c3c(c(=O)oc2c1)CCCC3 (stereo not given)	0	2.1	3.0	0.1	0.3	2	-1.1	4.5	0	-444	-1
7	O=C(Cn1nc(Cl)nc1Cl)c1ccc(F)cc1	-30	-2.2	-0.2	0.9	0.2	-3	-1.0	-0.1	3	-6	4
8	Cc1cc(Cl)ccc1OCC(=O)OCC(=O)Nc1ccc(Cl)cn1	-8	2.3	0.0	0.7	-0.2	1	-0.7	0.7	5	-4	-2
9	Cc1cc(C)c(S(=O)(=O)N2CCCOC2CNC(=O)C(=O)NCCC2=CCCCC2)c(C)c1 (stereo not given)	1	-1.6	2.0	1.2	-0.1	2	-1.7	-2.6	-1	3	2
10	Cc1c(C(=O)O)sc2nc(/C=C/c3cccc(O)c3)[nH]c(=O)c12	-6	2.9	1.4	-0.6	0.2	-2	-0.6	-1.7	-3	-34	-3
11	COc1ccccc1N(CC(O)CN(c1ccccc1)S(C)(=O)=O)S(=O)(=O)c1ccccc1 (stereo not given)	-1	-1.8	0.8	-0.4	0.2	2	-0.8	-0.3	-5	10	-2
12	Cc1c(Cl)c([N+](=O)[O-])nn1CCCC(=O)Nc1c(Cl)cccc1Cl	4	-2.2	0.2	0.6	-0.3	1	-1.9	-0.6	-3	-1	-3
13	O=c1c(-c2ccccc2)c(O)c2c(n1-c1ccccc1)CCCC2	9	0.3	0.9	1.1	-0.5	-4	-1.1	0.2	-2	-9	0
14	O=C(Nc1ccc(NC(=S)NC(=O)C(c2ccccc2)c2ccccc2)cc1)c1ccccc1	-13	0.7	-4.3	0.1	-1.0	0	-0.9	2.2	4	0	-6
15	CCC(C(=O)NCc1ccco1)n1nc(C)c2c(C)n(-c3ccc(C)cc3)nc2c1=O (stereo not given)	2	-2.2	-1.3	-0.9	-3.4	-3	-1.7	-1.8	-1	-4	-4
16	CC1(C)CC(=O)C=C(Nc2cccc(F)c2)C1	13	-2.9	1.5	2.1	0.3	-3	-1.2	2.7	0	-4	1
17	CCc1ccc(N2Cc3ccccc3C2)cc1	8	6.9*	4.3	2.9	2.8	6	0.7	29*	-3	2	-1
18	NC(N)=N/N=C/c1ccc(OCc2ccccc2Cl)cc1	1	-1.7	-2.7	-0.8	-0.9	-1	-1.5	0.4	-13	15	-11
19	CCC1Cc2c(nc(N)c3c(N)nc(N4CCCCC4)c(C#N)c23)O1 (stereo not given)	-4	-2.5	3.3	-1.1	-1.8	-2	-2.4	2.8	-4	-385	15
20	O=C(CCS(=O)(=O)c1cccs1)N1CCCC1	2	0.9	3.8	1.3	0.6	3	-0.2	6.2	-4	1	2
21	CCCSc1nnc(-c2ccccc2NC(=O)CC)c(=O)[nH]1	-1	2.5	1.7	1.0	0.3	0	-0.4	-1.0	-1	5	0
22	CCn1cc([N+](=O)[O-])c(C(=O)Nc2ccc(Br)cn2)n1	6	-0.3	1.0	-0.1	0.7	-1	-1.1	-3.4	0	-2	1
23	CCOC(=O)c1c(C)[nH]c(C)c1S(=O)(=O)NCC1CCN(Cc2cccc(Cl)c2)CC1	-32	-1.9	3.8	0.5	-0.1	-6	-1.5	-1.1	-5	0	-13
24	Cc1nc2ccc(NC(=O)c3cccnc3)cc2s1	-2	-0.9	-1.4	1.3	0.7	-1	-2.0	1.9	0	-4	-1
25	COC(=O)c1ccccc1NC(=O)C/C(C)=N/NC(=O)Cc1ccc(Cl)cc1	-5	-1.6	1.1	-0.1	-0.3	-2	-1.5	1.7	-10	0	-1
26	COc1ccccc1OCCC(=O)OCC(=O)Nc1ccc(Br)cc1F	-12	-2.0	-0.1	0.7	-0.1	1	-1.1	-1.3	0	3	-3
27	O=C(NC(=S)NC1C2CC3CC(C2)CC1C3)C12CC3CC(CC(C3)C1)C2 (stereo not given)	3	-1.1	1.0	0.5	0.1	0	-0.8	4.6	-1	2	-2
28	CCC(=O)c1ccc(OCC(=O)Nc2nc(C)cs2)cc1	-1	0.6	3.2	3.3	2.3	3	-0.4	12*	-3	-6	-4
29	CCOC(=O)[C@]12CCCC=C1N(Cc1ccc3c(c1)OCO3)C(=O)[C@H](CC(=O)NCc1ccc(C)o1)C2	-19	1.3	·	·	2.4	-2	-1.6	-0.2	-3	2	-2
30	COc1ccc(-c2cc(C(F)F)n3ncc(C(=O)n4ccnc4C)c3n2)cc1	25*	0.1	3.5	-0.3	-1.0	-1	-0.2	-2.5	0	-414	5

#	structure	sPLA2-III inh	hcDAF-12 act	FXN GAA850 act	DAX1 inh-1	DAX1 inh-2	SMARCA2 act	ssDAF12 agonist	hgDAF12 agonist	NPR2 activator	ADAM10 inh	GC-A act
31	COC(=O)c1cccc(-n2c(C)cc(C=O)c2C)c1C	0	0.4	1.8	-1.1	0.0	0	-1.1	1.5	0	-8	-2
32	COc1ccccc1N(CC(=O)Nc1ccccc1)S(=O)(=O)c1cccs1	-1	0.2	1.4	-0.5	0.8	-1	-1.1	2.3	-4	-9	-3
33	O=C(Nc1nnc(-c2ccccn2)o1)c1cccc(Br)c1	8	-1.2	1.2	-0.3	0.1	-2	-0.8	-2.5	-6	-2	-3
34	CC(C)(C)NC(=O)CN(C(=O)C(=O)Nc1ccc2c(c1)OCCO2)N1CCOCC1	10	-1.5	2.0	1.3	-0.6	-2	-1.2	-0.1	3	-4	5
35	COc1cc(/C=C/c2ccc3cccc(O)c3n2)cc(Cl)c1OC	15	1.7	13*	0.7	0.2	12*	-0.4	14*	-6	-1	0
36	O=C(Cc1ccc([N+](=O)[O-])cc1)N1N=C(c2ccncc2)CC1(O)C(F)(F)F (stereo not given)	-7	-1.5	0.0	0.6	0.1	0	-1.0	-1.9	-5	1	3
37	CC(C)NC(=O)/C(C#N)=C\c1ccc(N(C)C)o1	-10	-1.5	0.8	0.1	0.2	3	-0.8	1.6	-6	7	-14
38	CCCCn1c(C)cc2cc(O)ccc21	-7	0.0	0.6	0.6	0.0	-1	-1.1	-0.4	2	2	3
39	Cc1nnc(NC(=O)C2CCN(C(=O)c3ccco3)CC2)s1	2	-2.8	2.9	1.8	-0.1	-2	-0.8	1.9	-4	-4	6
40	O=C(OCc1cn(Cc2ccccc2F)nn1)N1CCCC1	1	-0.6	·	·	-0.3	-2	-0.4	-1.3	0	8	2
41	O=C(Nc1ccc(F)c(Cl)c1)c1ccccc1NC(=O)C1CCCCC1C(=O)O (stereo not given)	11	1.9	5.8	1.3	0.7	2	-0.1	7.2	-8	-35	-5
42	CN(C)C(=O)N1CCC(C(=O)NCC2CCCO2)CC1 (stereo not given)	16	2.7	2.9	0.3	-0.1	-1	-1.2	-1.1	-6	-1	5
43	O=C(N/N=C/c1ccc(-c2cccc([N+](=O)[O-])c2)o1)c1cccs1	-8	5.7*	5.0	0.2	-0.7	6	1.8*	5.5	1	-3	9
44	O=C(O)c1ccc(N/N=C/C=C/c2ccccc2[N+](=O)[O-])cc1	-7	4.9	7.4	1.0	3.6	0	3.6*	12*	1	-8	-2
45	Cn1nc(-c2ccc(NCCO)c([N+](=O)[O-])c2)c2ccccc2c1=O	7	-1.8	6.3	0.0	-0.6	-5	-1.4	-2.9	1	-6	-1
46	COCCN(C(=O)COC(=O)c1cc(C)n(-c2ccccc2)c1C)c1c(N)n(Cc2ccccc2)c(=O)[nH]c1=O	-1	-1.2	-1.0	-0.8	-0.7	-2	-1.0	1.6	8	-7	1

Three structures already listed, ordered by molar mass, largest number first:
#	structure	sPLA2-III inh	hcDAF-12 act	FXN GAA850 act	DAX1 inh-1	DAX1 inh-2	SMARCA2 act	ssDAF12 agonist	hgDAF12 agonist	NPR2 activator	ADAM10 inh	GC-A act
12	Cc1c(Cl)c([N+](=O)[O-])nn1CCCC(=O)Nc1c(Cl)cccc1Cl	4	-2.2	0.2	0.6	-0.3	1	-1.9	-0.6	-3	-1	-3
45	Cn1nc(-c2ccc(NCCO)c([N+](=O)[O-])c2)c2ccccc2c1=O	7	-1.8	6.3	0.0	-0.6	-5	-1.4	-2.9	1	-6	-1
39	Cc1nnc(NC(=O)C2CCN(C(=O)c3ccco3)CC2)s1	2	-2.8	2.9	1.8	-0.1	-2	-0.8	1.9	-4	-4	6
